Rab2A wt mod – changes GTP binding to wildtype dog Rab2A, up or down. GTP binding activity, % at 10 µM. actives 0.19% (n = 190,000). P61105. AID 760. GST-Rab2 wt beads, Bodipy-GTP binding, flow cytometry;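 active = GTP binding activity at least 20 points away from 100%, either lowered or raised; inconclusive = signal likely due to the compound's own green fluorescence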;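 note: 0% = beads with excess unlabeled GTP and 100% = no-compound control corrected for plate trend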
Mcl1 Bid PPI – Mcl-1/Bid interaction inhibition; TR-FRET Mcl-1/Bid-Dy647 peptide binding, 1536-well; Q07820; inhibition, % at 21.7 µM; actives 0.97% (n = 220,000); AID 1021;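 active = compounds that cut the binding signal by more than half at the single screening dose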;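 note: His-tagged Mcl-1 with europium anti-His antibody binding Bid BH3 peptide; 0% = Mcl-1 plus peptide wells and 100% = peptide-only wells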
Target sequence (Q07820 whole entry, looked up): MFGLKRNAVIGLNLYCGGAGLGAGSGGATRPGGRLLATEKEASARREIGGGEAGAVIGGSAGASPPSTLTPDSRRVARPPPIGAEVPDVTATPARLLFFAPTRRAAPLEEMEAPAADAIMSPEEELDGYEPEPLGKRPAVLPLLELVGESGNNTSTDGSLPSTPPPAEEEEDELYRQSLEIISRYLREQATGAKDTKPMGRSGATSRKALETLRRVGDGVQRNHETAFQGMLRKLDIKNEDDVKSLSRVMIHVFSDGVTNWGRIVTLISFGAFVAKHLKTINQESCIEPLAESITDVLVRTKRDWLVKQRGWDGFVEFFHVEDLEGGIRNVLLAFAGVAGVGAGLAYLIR
Cdc42 wt GTP – modulators (inhibitors or activators) of GTP binding to human Cdc42 wildtype | P60953 | GST-Cdc42 beads, Bodipy-GTP binding, flow cytometry; actives lie on both sides | percent activity (GTP binding), % at 10 µM | actives 0.2% (n = 190,000);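 active = percent activity GTP binding at least 20 points away from the 100% baseline, either down as inhibitor or up as activator; inconclusive = compound flagged as likely green fluorescent from well-wide comparison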;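 note: median bead fluorescence of bound Bodipy-FL-GTP at 100 nM; 0% = excess unlabeled GTP control and 100% = no compound control; below 100% means less GTP binding so inhibitor and above means activator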
Target sequence (P60953 whole entry, looked up): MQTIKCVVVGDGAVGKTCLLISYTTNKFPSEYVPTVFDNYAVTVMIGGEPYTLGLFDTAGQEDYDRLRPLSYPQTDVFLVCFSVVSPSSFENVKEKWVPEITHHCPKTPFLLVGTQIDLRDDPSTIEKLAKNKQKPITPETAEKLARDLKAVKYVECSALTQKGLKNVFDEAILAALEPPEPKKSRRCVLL
HRas wt GTP – modulators of GTP binding to human HRas wildtype | AID 759 | P01112 | actives 0.14% (n = 190,000) | GST-Ras wt beads, Bodipy-FL-GTP binding, flow cytometry; actives lie on both sides | GTP binding activity, % at 10 µM;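 active = GTP binding activity at least 20% away from the 100% baseline, either lowered as inhibitor or raised as activator; inconclusive = flagged as likely green fluorescent, judged across all proteins in the well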;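 note: 0% = unlabeled GTP competition control and 100% = no-compound control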
Target sequence (P01112 whole entry, looked up): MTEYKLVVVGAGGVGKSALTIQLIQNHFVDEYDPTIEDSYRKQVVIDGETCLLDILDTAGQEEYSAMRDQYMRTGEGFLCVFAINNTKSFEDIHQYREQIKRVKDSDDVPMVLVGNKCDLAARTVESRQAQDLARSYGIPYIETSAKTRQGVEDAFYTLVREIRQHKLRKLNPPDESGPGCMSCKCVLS
Rac1 wt GTP bind – alters GTP binding to wildtype human Rac1; P63000; GST-Rac1 beads, fluorescent GTP binding, flow cytometry; actives lie on both sides; 0 = cold GTP competed, 100 = untreated; GTP binding activity (% of control), % at 10 µM; actives 0.27% (n = 190,000); AID 757;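 active = GTP binding activity at least 20 points away from the 100% control level, either lower or higher; inconclusive = compound flagged as likely green fluorescent, judged across all proteins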
Avidin fluor – compound fluoresces at 488/530 nm on avidin beads; actives 0.38% (n = 220,000); fluorescence (KMESF) at 10 µM; compound fluorescence 488/530 nm, flow cytometry; hits give high values; AID 1775; in the data active = fluorescence above about 47; note: inactives centre near 10
Pf gamet viab – inhibitors of late stage P. falciparum gametocyte viability | actives 0.065% (n = 150,000) | P. falciparum stage V gametocytes, ATP luminescence, 24 h | inhibition, % at 10.9 µM | AID 743093;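 active = inhibition above the mean plus 3 SD of compounds within the control limits, set per campaign, cut at about 38% in these data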;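 note: 0% = DMSO wells and 100% = medium only without gametocytes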
Rac1 mut GTP – modulators of GTP binding to human Rac1 activated mutant; P63000; actives 0.11% (n = 190,000); percent activity (GTP binding), % at 10 µM; AID 764; GST-Rac1 activated beads, fluorescent GTP binding, flow cytometry; actives lie on both sides; 100% means binding = to untreated wells;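 active = GTP binding at least 20 percentage points away from the 100% baseline, in either direction, so actives lie on both sides; inconclusive = Compound likely fluorescent itself, or too few beads counted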
GSH fluor – compound fluoresces at 488/530 nm on GSH beads | GSH beads flow cytometry, compound fluorescence 488/530 nm; hits give high values | fluorescence (KMESF) at 10 µM | actives 0.25% (n = 190,000); in the data active = fluorescence above about 89;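 note: glutathione beads carrying GST-tagged Bcl family fusion proteins plus one bare bead set; values are compound well signal with DMSO vehicle wells as background; inactives centre near 16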
Rab7 wt GTP bind – alters GTP binding to wildtype dog Rab7; actives 0.055% (n = 190,000); GST-Rab7 beads, fluorescent GTP binding, flow cytometry; actives lie on both sides; untreated = 100%, excess cold GTP = 0%; GTP binding activity (percent of control), % at 10 µM;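 active = fluorescent GTP binding to Rab7 beads changed by at least 20 points from the 100% baseline, either direction, mostly lower; inconclusive = compound itself probably fluorescent, or too few beads counted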;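 note: median green fluorescence of bound Bodipy-FL-GTP per Rab7 bead population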
Mcl1-Noxa inh – Mcl-1/Noxa interaction inhibition | actives 1.5% (n = 220,000) | inhibition, % at 21.7 µM | TR-FRET Mcl-1/Noxa peptide binding, 2 h | Q07820 | AID 1022;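 active = compounds that cut the protein-peptide binding signal by more than 50% relative to plate controls in a single-dose test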;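 note: His-tagged Mcl-1 with rhodamine Noxa BH3 peptide and terbium anti-His antibody; 0% = Mcl-1 plus Noxa peptide wells and 100% = peptide-only wells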
* hit, by the source's call; ? = inconclusive; . = no result given.

SMILES | Rab2A wt mod | Mcl1 Bid PPI | Cdc42 wt GTP | HRas wt GTP | Rac1 wt GTP bind | Avidin fluor | Pf gamet viab | Rac1 mut GTP | GSH fluor | Rab7 wt GTP bind | Mcl1-Noxa inh
N#C/C(=C/c1ccc(F)cc1)C(N)=S | 94.0 | -44.3 | 95.0 | 95.0 | 93.0 | 14 | 3.3 | 93.0 | 17 | 92.0 | 9.0
COc1ccc(S(=O)(=O)NCc2cc(-c3ccccc3Cl)no2)cc1 | 93.0 | -15.3 | 95.0 | 94.0 | 100.0 | 29 | . | 97.0 | 12 | 97.0 | -5.5
O=C(NC(=S)NCc1ccccc1)c1ccccc1F | 99.0 | -9.1 | 100.0 | 99.0 | 99.0 | 4 | 18.1 | 97.0 | 20 | 99.0 | 13.9
CCOc1ccc(-n2ccnc2SCC(=O)N2CCCc3ccccc32)cc1 | 104.0 | -10.1 | 104.0 | 101.0 | 103.0 | 16 | . | 101.0 | 13 | 99.0 | 10.9
COc1cc(/C=C2/N=C(C3CCCCC3)OC2=O)cc(OC)c1OC | 99.0 | -14.0 | 101.0 | 99.0 | 100.0 | 8 | 1.7 | 97.0 | 45 | 99.0 | 8.4
CCn1nc(C)c(/C=N/NC(=O)c2c[nH]c3ccccc23)c1C | 95.0 | -20.8 | 99.0 | 97.0 | 102.0 | 1 | -1.6 | 97.0 | 5 | 97.0 | 21.8
CC(C)NC(=O)C(=O)NCCCOC(C)C | 100.0 | -4.5 | 102.0 | 101.0 | 105.0 | 3 | . | 101.0 | 20 | 99.0 | 7.0
O=C(Nc1cccnc1)/C(N=Nc1c(Cl)cccc1Cl)=C(\O)c1ccccc1 | 98.0 | 3.6 | 101.0 | 99.0 | 104.0 | 10 | 4.8 | 103.0 | 9 | 99.0 | 13.3
CCc1nnc(NC(=O)Cc2ccc(OC)c(OC)c2)s1 | 97.0 | -30.3 | 94.0 | 95.0 | 97.0 | 10 | . | 94.0 | 11 | 101.0 | 21.3
CSc1ccccc1NC(=O)CN(C)CC(=O)Nc1ccccc1N1CCOCC1 | 96.0 | -10.1 | 97.0 | 93.0 | 94.0 | 12 | -22.3 | 94.0 | 11 | 95.0 | 9.4
CC(=O)NCCn1c(SCC(=O)c2ccccc2)nc2ccccc2c1=O | 100.0 | -3.1 | 101.0 | 101.0 | 101.0 | 8 | -19.5 | 98.0 | 17 | 102.0 | -8.7
O=C1CC(c2cccc(Cl)c2)C(n2cncn2)C(=O)C1C1NCCc2ccccc21 (stereo not given) | 99.0 | -46.7 | 105.0 | 104.0 | 110.0 | 6 | . | 101.0 | 49 | 101.0 | -22.8
CN(Cc1cccs1)C(=O)CCCc1c[nH]c2ccccc12 | 94.0 | -12.8 | 94.0 | 98.0 | 98.0 | 12 | 5.8 | 93.0 | 10 | 95.0 | 7.6
Cc1cc(C(=O)NC(=S)Nc2ccccc2N2CCCC2)ccc1[N+](=O)[O-] | 97.0 | -41.1 | 99.0 | 97.0 | 102.0 | 9 | . | 97.0 | 21 | 100.0 | -6.9
COC(=O)c1ccccc1NC(=O)COc1ccccc1[N+](=O)[O-] | 93.0 | -34.2 | 94.0 | 94.0 | 98.0 | 9 | -32.7 | 94.0 | 12 | 93.0 | 10.6
O=C(CSc1nnnn1-c1cccc(Cl)c1)Nc1ccc2c(c1)CCC2 | 102.0 | -39.7 | 107.0 | 102.0 | 105.0 | 12 | . | 101.0 | 13 | 96.0 | -5.6
Cn1c(=O)c2c(nc(SCc3cccnc3)n2Cc2ccccc2)n(C)c1=O | 98.0 | -65.2 | 103.0 | 99.0 | 103.0 | 30 | . | 100.0 | 15 | 96.0 | 13.9
CN(C)c1nc(N(C)C)nc(N(C#N)CN2C(=O)c3ccccc3C2=O)n1 | 98.0 | 9.5 | 97.0 | 100.0 | 100.0 | 23 | . | 101.0 | 11 | 101.0 | 10.5
S=C(Nc1ccc2nc(-c3ccccn3)c(-c3ccccn3)nc2c1)N1CCCCCC1 | 100.0 | -62.1 | 97.0 | 100.0 | 100.0 | 10 | 12.4 | 95.0 | 18 | 103.0 | -2.7
Cc1cccc(NC(=O)c2c(C)nn(-c3ccccc3)c2Cl)c1 | 95.0 | -23.1 | 98.0 | 95.0 | 99.0 | 12 | 16.2 | 96.0 | 26 | 98.0 | -5.1

Next part (2 carried over from the part before).
SMILES | Rab2A wt mod | Mcl1 Bid PPI | Cdc42 wt GTP | HRas wt GTP | Rac1 wt GTP bind | Avidin fluor | Pf gamet viab | Rac1 mut GTP | GSH fluor | Rab7 wt GTP bind | Mcl1-Noxa inh
S=C(Nc1ccc2nc(-c3ccccn3)c(-c3ccccn3)nc2c1)N1CCCCCC1 | 100.0 | -62.1 | 97.0 | 100.0 | 100.0 | 10 | 12.4 | 95.0 | 18 | 103.0 | -2.7
Cc1cccc(NC(=O)c2c(C)nn(-c3ccccc3)c2Cl)c1 | 95.0 | -23.1 | 98.0 | 95.0 | 99.0 | 12 | 16.2 | 96.0 | 26 | 98.0 | -5.1
COc1ccccc1NS(=O)(=O)c1cccc(NC(=O)NC2CCCCC2)c1 | 98.0 | -39.5 | 98.0 | 98.0 | 100.0 | 13 | 2.4 | 97.0 | 13 | 99.0 | 5.8
COc1cc(Cl)c(C)cc1NC(=O)c1ccc2c(SCC(=O)O)c3c(nc2c1)CCCC3 | ? | -12.3 | ? | ? | ? | 10 | -2.5 | ? | 10 | ? | 2.2
CCOC(=O)c1[nH]cnc1C(=O)Nc1ccccn1 | 98.0 | -16.4 | 102.0 | 100.0 | 101.0 | 14 | . | 100.0 | 10 | 98.0 | 5.8
CCC(C)c1ccc(OCCCCN2CCOCC2)cc1 (stereo not given) | 98.0 | 32.4 | 100.0 | 100.0 | 107.0 | 12 | . | 97.0 | 24 | 99.0 | 30.6
COc1cc(NC(=O)c2ccccc2)c(OC)cc1NC(C)=O | 95.0 | -53.4 | 99.0 | 98.0 | 96.0 | 15 | . | 92.0 | 40 | 98.0 | 12.2
OC(COc1ccc2c(c1)CCC2)Cn1cnc2ccccc21 (stereo not given) | 95.0 | 5.6 | 91.0 | 91.0 | 87.0 | 11 | . | 92.0 | 37 | 92.0 | .
CCOc1ccccc1NC(=O)c1ccccc1N(C)S(C)(=O)=O | 97.0 | -34.6 | 100.0 | 98.0 | 99.0 | 10 | 0.3 | 99.0 | 37 | 96.0 | 6.5
COc1ccc(C(=O)Cn2nnc(-c3ccccc3NC(=O)C3CC3)n2)cc1 | 98.0 | 18.0 | 100.0 | 98.0 | 101.0 | 7 | . | 97.0 | 33 | 101.0 | 11.3
CCc1cc(=O)oc2cc3occ(C)c3cc12 | 101.0 | -62.9 | 102.0 | 102.0 | 103.0 | 2 | -2.9 | 99.0 | 6 | 102.0 | 2.7
CC(C)Cc1nc2sc3c(NCc4ccco4)ncnc3c2c2c1COC(C)(C)C2 | 99.0 | 0.6 | 102.0 | 101.0 | 100.0 | 37 | 23.9 | 98.0 | 16 | 100.0 | 12.9
Cn1cccc1/C=C(\C#N)c1ccccc1 | 100.0 | -14.1 | 96.0 | 97.0 | 98.0 | 12 | -5.2 | 94.0 | 10 | 105.0 | -6.4
CCOc1ccc(N2C(=O)CC(N(Cc3ccco3)C(C)=O)C2=O)cc1 (stereo not given) | 95.0 | -40.3 | 91.0 | 94.0 | 92.0 | 5 | 3.0 | 91.0 | 12 | 96.0 | -7.7
O=C(COC(=O)c1cccc(S(=O)(=O)N2CCCC2)c1)NCc1ccccc1 | 97.0 | -30.5 | 97.0 | 100.0 | 104.0 | 8 | 10.7 | 97.0 | 13 | 94.0 | 9.7
O=C(CCS(=O)(=O)c1ccc(Br)cc1)NCc1cccs1 | 99.0 | -19.4 | 101.0 | 100.0 | 104.0 | 26 | . | 97.0 | 23 | 102.0 | 2.6
CC1CCc2c(sc3nc(SCC(=O)NCc4ccco4)nc(N)c23)C1 (stereo not given) | 96.0 | -39.4 | 100.0 | 98.0 | 101.0 | 15 | -28.8 | 100.0 | 8 | 96.0 | 22.5
Cc1c(C(=O)OCc2ccccc2)[nH]c2c1C(=O)CC(c1ccco1)C2 (stereo not given) | 97.0 | 71.5* | 101.0 | 98.0 | 105.0 | 19 | . | 98.0 | 13 | 97.0 | 60.9*
O=C(NC1CCCCC1)C(c1cc2c(cc1[N+](=O)[O-])OCO2)N1CCCCC1 (stereo not given) | 99.0 | -13.9 | 101.0 | 101.0 | 108.0 | 5 | . | 99.0 | 19 | 104.0 | 11.2
CN(Cc1cccnc1)Cc1cn(Cc2ccccc2)nc1-c1ccc2c(c1)OCO2 | 96.0 | -33.5 | 93.0 | 96.0 | 100.0 | 12 | -23.8 | 95.0 | 14 | 98.0 | 5.8
O=C(O)CCCC(=O)Nc1ccc(C(=O)N2CCCCC2)cc1 | 101.0 | -21.1 | 106.0 | 103.0 | 104.0 | 8 | . | 101.0 | 11 | 98.0 | 9.3
Cc1c(NC(=O)c2ccc3c(c2)OCO3)cccc1-c1nc2ccccc2s1 | 103.0 | -23.1 | 100.0 | 100.0 | 103.0 | 15 | . | 99.0 | 34 | 103.0 | -28.5
CCc1nc2n[nH]c(N)c2c2c1CSC(C)(C)C2 | 98.0 | -22.0 | 99.0 | 97.0 | 102.0 | 34 | -4.4 | 98.0 | 27 | 97.0 | -12.2
Cn1nnc2cc(C(=O)Nc3ccc(Cl)cc3)ccc21 | 98.0 | -34.7 | 99.0 | 102.0 | 100.0 | 10 | 22.1 | 96.0 | 11 | 102.0 | -1.9
Cn1c(=O)c2[nH]cnc2n(C)c1=O | 102.0 | 1.4 | 101.0 | 102.0 | 99.0 | 7 | . | 96.0 | 19 | 100.0 | 5.7
Cn1c(=O)[nH]c(=O)c2c1nc(SCC(=O)Nc1ccccc1)n2Cc1ccccc1 | 103.0 | -1.1 | 103.0 | 103.0 | 103.0 | 7 | . | 100.0 | 23 | 107.0 | 12.2
Cc1ccc(C)c(NC(=O)COc2cccc3c2CCN(Cc2ccccc2)C3=O)c1 | 98.0 | 11.8 | 101.0 | 101.0 | 105.0 | 9 | 6.3 | 96.0 | 12 | 98.0 | 4.9
C#CCOC(=O)Nc1cccn(Cc2c(Cl)cccc2Cl)c1=O | 105.0 | -10.7 | 104.0 | 105.0 | 104.0 | 10 | 8.7 | 102.0 | 26 | 102.0 | -1.9
CCCCCC(=O)Nc1ccc(-c2csc(C)n2)cc1 | 99.0 | -19.5 | 100.0 | 99.0 | 100.0 | 1 | -17.2 | 97.0 | 7 | 97.0 | 7.8
COc1ccc(NC2=CC(=O)CC(c3ccccc3)C2)c(OC)c1 (stereo not given) | 97.0 | -31.4 | 98.0 | 98.0 | 97.0 | 9 | . | 98.0 | 8 | 96.0 | 9.6
